Tb PGK inh: qHTS Assay to Find Inhibitors of Phosphoglycerate Kinase; actives 0.043% (n = 380,000); Phosphoglycerate kinase, glycosomal (Trypanosoma brucei brucei), P07378; AID 602233, 2012; PGK/GAPDH coupled, Kinase-Glo luminescence, 60 min; Potency, µM (series often up to 57.5 µM), without a hit: top-dose activity change, negative = inhibition, most hits filed as inhibitors; further: potency means the concentration at half of the fitted maximal effect; on the % scale 0 is the no-effect control and ±100 the full control effect; nearly all actives have a fitted effect of over 60% in size
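Recombinant glycosomal PGK reaction used 1,3-bisphosphoglycerate generated in-well by GAPDH (100nM final) in 100mM TEA pH 7.6, 5mM MgCl2, 0.01% Tween-20. After 60 minutes at room temperature, ATP was read by Kinase-Glo Plus luminescence end-point.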
GLS inh: qHTS for Inhibitors of Glutaminase (GLS); Glutaminase kidney isoform, mitochondrial (Homo sapiens), O94925; GLS enzymatic activity, qHTS titration; Potency, µM (highest dose often 45.5 µM), for inactives: at the highest dose activity change, negative = inhibition, actives largely listed as inhibitors; actives 0.21% (n = 410,000); AID 624170, 2012; further: potency means the concentration at half of the fitted maximal effect; on the % scale 0 is the no-effect control and ±100 the full control effect
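Glutamate formation by hKGA was monitored fluorometrically using coupled glutamate oxidase, HRP and Amplex Red. Substrate was added as 1 mM L-glutamine solution; incubation was 30 min at RT after an initial read.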
PI4K2A block: qHTS for small molecular inhibitors of PI4K2A; Phosphatidylinositol 4-kinase type 2-alpha (Homo sapiens), Q9BTU6; purified PI4K2A, ADP-Glo luminescence, 1 h; hits give low values; activity change, negative = inhibition, % at 76.9 µM; actives 0.13% (n = 420,000); AID 1346378, 2018; in the data active means activity change below about -50%; inconclusive means mostly about -30% to -49%;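 further: -100% = wells without enzyme as full effect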
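ADP-Glo luminescence measured ADP generated by PI4K2A enzyme (4 ug/mL before mixing) with 1.2 mM PI substrate (pre-mix) and 300 microM ATP (pre-mix). Tris pH7.5 buffer with MgCl2, Triton X-100; 1 h reaction at ambient temperature.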
USP1-UAF1 inh: Inhibitors of USP1/UAF1: Primary Screen; recombinant USP1/UAF1, Ub-Rhodamine cleavage fluorescence; Potency, µM (highest dose often 57.1 µM), for the others: top-dose activity change, negative = inhibition, hits mostly inhibitors; actives 0.23% (n = 390,000); AID 743255, 2014; further: potency means the concentration at half of the fitted maximal effect; on the % scale 0 is the no-effect control and ±100 the full control effect; nearly all actives have a fitted effect of over 60% in size; inactives centre near -12
Target sequence (O94782 whole entry, looked up): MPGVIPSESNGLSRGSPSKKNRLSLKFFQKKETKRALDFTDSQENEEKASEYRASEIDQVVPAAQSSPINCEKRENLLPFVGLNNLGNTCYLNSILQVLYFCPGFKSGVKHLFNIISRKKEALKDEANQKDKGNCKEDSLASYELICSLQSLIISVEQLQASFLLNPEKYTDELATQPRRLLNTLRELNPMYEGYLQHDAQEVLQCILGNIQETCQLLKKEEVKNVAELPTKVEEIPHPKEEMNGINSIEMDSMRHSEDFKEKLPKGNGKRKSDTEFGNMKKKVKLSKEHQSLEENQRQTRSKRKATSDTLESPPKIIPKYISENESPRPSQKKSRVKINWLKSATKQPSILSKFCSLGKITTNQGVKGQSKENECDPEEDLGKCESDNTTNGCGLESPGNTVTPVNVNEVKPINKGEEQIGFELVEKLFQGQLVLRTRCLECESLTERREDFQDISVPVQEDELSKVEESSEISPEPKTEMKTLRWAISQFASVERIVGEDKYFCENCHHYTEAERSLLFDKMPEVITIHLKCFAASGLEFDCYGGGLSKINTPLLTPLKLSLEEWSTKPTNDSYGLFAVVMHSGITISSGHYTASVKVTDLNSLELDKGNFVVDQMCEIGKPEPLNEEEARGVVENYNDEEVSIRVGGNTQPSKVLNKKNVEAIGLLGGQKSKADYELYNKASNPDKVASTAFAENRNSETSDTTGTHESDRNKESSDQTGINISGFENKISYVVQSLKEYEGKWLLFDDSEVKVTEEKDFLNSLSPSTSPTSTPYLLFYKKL
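USP1/UAF1 complex (1 nM) preincubated 15 min at room temperature with compound, then Ub-Rho substrate (150 nM final) added. Kinetic fluorescence at 480/540 nm over 6 reads at 60 s intervals; 50 mM HEPES pH 7.8, 0.5 mM EDTA, 0.1 mg/ml BSA, 1 mM TCEP, 0.01% Tween-20.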
IDH1 R132H inh: qHTS for Inhibitors of mutant isocitrate dehydrogenase 1 (IDH1): qHTS; Isocitrate dehydrogenase [NADP] cytoplasmic (Homo sapiens), O75874; actives 0.093% (n = 390,000); AID 602179, 2012; IDH1-R132H enzyme, NADPH consumption, diaphorase/resazurin fluorescence; Potency, µM (series often up to 76.6 µM), inactives show top-dose activity change, negative = inhibition, most hits filed as inhibitors; further: potency means the concentration at half of the fitted maximal effect; on the % scale 0 is the no-effect control and ±100 the full control effect; nearly all actives have a fitted effect of over 65% in size
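IDH1-R132H (0.5 ug/mL dispensed) in pH 7.5 Tris buffer was preincubated 30 min with compound, then given a substrate mix of 0.016 mM NADPH and 2 mM alpha-KG for 80 min at room temperature; remaining NADPH was read by diaphorase/resazurin fluorescence.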
TrxR1 inh: qHTS Assay for Inhibitors of Mammalian Selenoprotein Thioredoxin Reductase 1 (TrxR1): qHTS | Thioredoxin reductase 1, cytoplasmic (Rattus norvegicus), O89049 | recombinant rTrxR1, NADPH fluorescence consumption, selenite substrate | Potency, µM (series often up to 114 µM), inactives show top-dose activity change, negative = inhibition, usual class: inhibitors | actives 1% (n = 390,000) | AID 588453, 2011; further: potency means the concentration at half of the fitted maximal effect; on the % scale 0 is the no-effect control and ±100 the full control effect; nearly all actives have a fitted effect of over 65% in size
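Rat TrxR1 (90 nM in the dispensed reagent) was pre-reduced with 400 uM NADPH for 5 min at room temperature, then incubated with compound for 15 min. After 400 uM selenite was added, NADPH fluorescence (Ex 340/Em 450 nm) was followed for 8 min.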
HP1b binding inh: HTS for Inhibitors of HP1-beta Chromodomain Interactions with Methylated Histone Tails; Chromobox protein homolog 1 (Homo sapiens), P83916; actives 0.56% (n = 390,000); AID 540317, 2011; AlphaScreen HP1-beta / biotin-H3K9me3 peptide binding; Potency, µM (titrated, usually from 114 µM), for the others: top-dose activity change, negative = inhibition, actives largely listed as inhibitors; further: potency means the concentration at half of the fitted maximal effect; nearly all actives have a fitted effect of over 70% in size; inactives centre near 23
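HP1-beta protein (50 nM final) preincubated 30 min at room temperature with biotinylated H3(1-18)K9me3 peptide (50 nM) in PBS pH 7.4, 0.01% Tween-20, then compound added for 30 min. AlphaScreen streptavidin donor/nickel chelate acceptor beads (10 ug/mL final), 30 min dark, luminescence read.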
TrxR1 substrate: qHTS Assay for Substrates of Mammalian Selenoprotein Thioredoxin Reductase 1 (TrxR1): qHTS; Potency, µM (titrated, usually from 114 µM), for the others: top-dose activity change, negative = substrate turnover; AID 588456, 2011; actives 0.01% (n = 390,000); purified TrxR1 substrate turnover, NADPH consumption readout; further: potency means the concentration at half of the fitted maximal effect; on the % scale 0 is the no-effect control and ±100 the full control effect; nearly all actives have a fitted effect of over 50% in size
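Rat TrxR1, dispensed at 90 nM, was prereduced with 400 uM NADPH (final) for 5 min at ~22 deg C, then incubated with compound 15 min before 400 uM selenite. A first-read NADPH fluorescence drop versus no-compound background flagged substrates.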
Pin1 inhibitor: qHTS Assay to Find Inhibitors of Pin1; Peptidyl-prolyl cis-trans isomerase NIMA-interacting 1 (Homo sapiens), Q13526; Pin1 FP peptide displacement, HiFluor488, 10 min; Potency, µM (highest dose often 115 µM), inactives show top-dose activity, negative = inhibition, most hits filed as inhibitors; actives 0.009% (n = 390,000); AID 504891, 2011; active means well fitted inhibition curve with a large enough effect in the polarisation, with a control signal flat, not every such curve was filed as active; inconclusive means small, poorly fitted or top-dose-only effect, or effect the other way, or a change in a side signal; inactive means no such curve, though single readings can be large or run the other way; the % refers to the polarisation; further: potency means the concentration at half of the fitted maximal effect; on the % scale 0 is the no-effect control and ±100 the full control effect
Target sequence (Q13526 whole entry, looked up): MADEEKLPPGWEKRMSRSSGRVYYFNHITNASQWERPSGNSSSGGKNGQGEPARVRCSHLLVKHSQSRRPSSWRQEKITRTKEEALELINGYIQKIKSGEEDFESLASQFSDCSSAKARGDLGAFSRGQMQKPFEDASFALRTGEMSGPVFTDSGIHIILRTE
Numbers without * were called inactive; i = inactive; ? = inconclusive; nt = no result given; [ ] = remark or other dose. Unless noted, the call rests on the fitted dose curve; in most records, active means well fitted curve in the direction sought with a large enough effect; inconclusive means small, poorly fitted or top-dose-only effect, or another doubt; inactive means no such curve, though single readings can be large; an effect the other way counts as inactive or inconclusive.

Below each compound – Tb PGK inh, GLS inh, PI4K2A block, USP1-UAF1 inh, IDH1 R132H inh, TrxR1 inh, HP1b binding inh, TrxR1 substrate, Pin1 inhibitor
> COc1cc(C(=O)NC(=S)NCc2ccncc2)cc(OC)c1OC
→ 0%, -5%, 4, -23%, 8%, nt, nt, nt, nt
> COc1ccc(-c2cc(C(F)(F)F)nc(SCCC(=O)Nc3ccccc3F)n2)cc1
→ -9%, 8%, -1, -19%, 11%, 32%, 23%, 24%, -4%
> Cc1nc2ccc(NS(=O)(=O)c3ccc(F)cc3F)cc2s1
→ 0%, 11%, 1, -12%, 8%, -8%, 11%, -14%, ?
> CCOc1ccc(-c2nnc(SCC(=O)Nc3ccc(C)cc3Cl)o2)cc1
→ -2%, 5%, 1, -24%, 6%, ?, 58%[activator], 0%, -1%
> C=C1CCC[C@]2(C)C[C@H]3OC(=O)C(CN4CCOCC4)[C@H]3C[C@@H]12 (stereo partly specified)
→ -5%, -26%, 2, -6%, -4%, 7%, 45%[activator], -3%, -7%
> Cc1cc2c(cc1C)NC(c1ccccn1)C1=C(CC(C)(C)CC1=O)N2 (stereo unspecified)
→ -10%, 14%, -3, -1%, 1%, 0%, 17%, -8%, 0%
> O=C(CSc1ccc(-c2ccc(Cl)cc2)nn1)NC1CCCC1
→ -4%, -1%, 9, -11%, 8%, -14%, 17%, -5%, -3%
> Cc1cc(C)c(NC(=O)/C(C#N)=C/c2ccc(OCc3ccc(F)cc3)cc2)c(C)c1
→ -9%, -7%, 20, -22%, 2%, 10%[57.1 µM], 41%[activator], 11%[57.1 µM], -2%
> CCOc1ccc(-c2nn(-c3ccccc3)cc2/C=C2\SC(N)=NC2=O)cc1C
→ -1%, 4%, 3, -29%, 0%, 12%[57.1 µM], 9%, 11%[57.1 µM], 10%
> COc1ccc(-c2noc(-c3ccc(N4CCN(C)CC4)c([N+](=O)[O-])c3)n2)cc1
→ -2%, 1%, 1, -23%, 6%, 16%, 4%, 5%, 7%
> CCCCOc1ccc(C(=O)NCC(=O)NC2CC2)cc1
→ i, 6%, 0, -32%, -1%, 13%, 21%, 8%[57.1 µM], -2%
> C=CCNC(=O)NC(=O)COC(=O)COc1ccc(Br)cc1F
→ 2%, -7%, 1, -19%, 16%, 7%, 16%, -4%, 4%
> COCCNc1nnc(SCC(=O)Nc2nnc(-c3ccccc3)o2)s1
→ -9%, 4%, -2, -22%, 5%, -4%, 18%, -6%, -9%
> O=C(Nc1cccc(NC(=O)c2ccccc2Cl)c1)c1ccc(F)cc1
→ 1%, 1%, -5, -1%, 2%, -5%, 28%, -8%, 4%
> Nc1ccc2sc(N)nc2c1
→ -1%, 22%, 1, -15%, -2%, 5%, 19%, 4%, -9%
> Cc1ccc(C(=O)NCC(c2ccc(F)cc2)N2CCOCC2)cc1S(=O)(=O)N1CCOCC1 (stereo unspecified)
→ -7%, 2%, -1, -17%, 2%, -5%, 18%, -5%, 0%
> CCOC(=O)c1c(C)[nH]c(C(=O)COC(=O)C2(C)CC2(Cl)Cl)c1C (stereo unspecified)
→ -7%, -15%, -3, -19%, 5%, -1%[57.1 µM], 25%, 2%[57.1 µM], 1%
> OCCCNc1cc(-c2ccnc(Nc3cccc(Cl)c3)n2)ccn1
→ -8%, 0%, -5, ?, 15%, 8%[57.1 µM], 29%, 10%[57.1 µM], -2%
> CCN1C(=O)/C(=C2/C=Cc3ccccc3N2CC)SC1=S
→ nt, 10%, -17, -26%, 1%, 17%, ?, -5%, -4%
> CC(C)c1nc(SCC(=O)NCc2ccccc2)n[nH]1
→ -10%, 6%, -5, -17%, 1%, 7%[57.1 µM], 42%[activator], 11%[57.1 µM], 1%
> C=CCn1c(CCNC(=O)c2cccs2)nnc1SCC(=O)c1cccc([N+](=O)[O-])c1
→ 0%, 4%, 3, -2%, 1%, ?, 12%, 3%, 2%
> CC1CN(CCOc2ccccc2C(C)C)CC(C)O1 (stereo unspecified)
→ -9%, -2%, 0, ?, 12%, -88%[11.4 µM], ?, 1%, 0%
> Cc1cc(-c2n[nH]c(=S)n2Cc2ccccc2)cs1
→ 6%, 2%, 4, -6%, 4%, -6%, -2%, 6%, 4%
> CCOC(=O)N1CCN(C(=O)CNS(=O)(=O)c2c(C)cc(C)cc2C)CC1
→ -1%, 1%, -3, -14%, 7%, 55%[57.1 µM], 32%, -6%[57.1 µM], 6%
> CCOC(=O)C1=C(C)NC(C)=C(C(=O)OCC)C1C(=O)OCC(N)=O
→ -13%, 51%[activator], 1, -13%, -2%, 2%[57.1 µM], 18%, 10%[57.1 µM], 1%
> CCNC(=S)Nc1c(C)n(C)n(-c2ccccc2)c1=O
→ -7%, 8%, -1, -24%, -4%, 4%, 27%, 5%, 0%
> COc1ccc(OC)c(NC(=O)Cn2ccn(-c3ccc(OC)c(OC)c3)c(=O)c2=O)c1
→ i, -9%, 7, ?, -1%, 6%, 7%, -8%, -2%
> Cc1cc(C)nc(N2CCN(CC(=O)NCc3ccccc3)CC2)n1
→ 0%, 0%, 4, -17%, 1%, 0%, 27%, 8%, -4%
> Cc1nnc(NC(=O)CSc2nccn2-c2cccc(Cl)c2)s1
→ -1%, 1%, 4, -13%, 0%, 7%[57.1 µM], 9%[57 µM], 1%[57.1 µM], 0%
> O=C1c2ccc3c4c(ccc(c24)C(=O)N1c1ccc(O)cc1)C(=O)N(c1ccc(O)cc1)C3=O
→ -4%, 12%, -7, -22%, 3%, 24%[57.1 µM], 32%, 7%[57.1 µM], -7%
> CCCCCCC(=O)Nc1nc(C)c(-c2csc(Nc3ccccc3OC)n2)s1
→ 3%, 12%, -1, -24%, 0%, 24%[57.1 µM], -23%, 8%[57.1 µM], 39%[activator]
> COCCn1c(Sc2ccc(C)cc2)nc2c1c(=O)[nH]c(=O)n2C
→ -3%, 3%, 5, -12%, 5%, 0%, 48%[activator], -5%, -4%
> Cc1ccc2nc(C)cc(Nc3ccc4c(c3)OCCO4)c2c1
→ 6%, 17%, 5, -7%, 3%, -10%, 8%, -13%, 1%
> CC(NC(=O)Cc1ccc(S(=O)(=O)N2CCOCC2)s1)c1ccc(Cl)cc1Cl (stereo unspecified)
→ i, 4%, 0, -21%, 0%, -3%, 15%, -3%, -7%
> COc1ccc(OC)c(C2C(C(C)=O)=C(O)C(=O)N2CCN2CCOCC2)c1 (stereo unspecified)
→ -7%, -2%, -3, ?, 8%, -27%, 18%, -1%, 13%
> CN(C)S(=O)(=O)N1CCN(CC(O)COc2ccc(-c3ccccc3)cc2)CC1 (stereo unspecified)
→ 1%, 0%, 2, 3%, 3%, 26%, 9%, -2%, -3%
> CCOc1ccc(NC(=O)N2CCOc3ccccc32)cc1
→ -6%, 13%, -3, 4%, -10%, 17%, 33%, -3%, 4%
> Clc1nc(-c2ccccn2)nc2scc(-c3ccccc3)c12
→ -10%, -4%, -11, -10%, -16%, 7%, 39%, 2%, 3%
> CC(C)c1ccc(CNc2n[nH]c(-c3ccco3)n2)cc1
→ i, 1%, -13, ?, 0%, 19%, 9%, 6%, -8%

Entries from the list above with an aryl methoxy group (6):
Below each compound – Tb PGK inh, GLS inh, PI4K2A block, USP1-UAF1 inh, IDH1 R132H inh, TrxR1 inh, HP1b binding inh, TrxR1 substrate, Pin1 inhibitor
> COc1cc(C(=O)NC(=S)NCc2ccncc2)cc(OC)c1OC
→ 0%, -5%, 4, -23%, 8%, nt, nt, nt, nt
> COc1ccc(-c2cc(C(F)(F)F)nc(SCCC(=O)Nc3ccccc3F)n2)cc1
→ -9%, 8%, -1, -19%, 11%, 32%, 23%, 24%, -4%
> COc1ccc(-c2noc(-c3ccc(N4CCN(C)CC4)c([N+](=O)[O-])c3)n2)cc1
→ -2%, 1%, 1, -23%, 6%, 16%, 4%, 5%, 7%
> COc1ccc(OC)c(NC(=O)Cn2ccn(-c3ccc(OC)c(OC)c3)c(=O)c2=O)c1
→ i, -9%, 7, ?, -1%, 6%, 7%, -8%, -2%
> CCCCCCC(=O)Nc1nc(C)c(-c2csc(Nc3ccccc3OC)n2)s1
→ 3%, 12%, -1, -24%, 0%, 24%[57.1 µM], -23%, 8%[57.1 µM], 39%[activator]
> COc1ccc(OC)c(C2C(C(C)=O)=C(O)C(=O)N2CCN2CCOCC2)c1 (stereo unspecified)
→ -7%, -2%, -3, ?, 8%, -27%, 18%, -1%, 13%

Source: PubChem BioAssay

This is a subset; the hit share may differ from the screen's.
